# Compound activity deposited in PubChem by several laboratories.
# JMJD2C inh: blocks human GASC-1 demethylase activity; AID 2099; Q9H3R0; GST-JMJD2C(1-420) H3K9me3 demethylation, DELFIA europium; 0.069% of 330,000 active; inhibition, % at 2.35 µM;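 active means more than half of a compound's replicate wells show inhibition beyond 50%, single wells judged on their own value; inconclusive means some, but no more than half, of replicates pass 50% inhibition; inactive means no replicate passes 50% inhibition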;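 further: signal counts dimethyl H3K9 product captured on neutravidin plate; 0% = median of DMSO wells and 100% = 0.3 times that DMSO median; strong numbers were not always called active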
# Target sequence (Q9H3R0 1-420 limits assumed): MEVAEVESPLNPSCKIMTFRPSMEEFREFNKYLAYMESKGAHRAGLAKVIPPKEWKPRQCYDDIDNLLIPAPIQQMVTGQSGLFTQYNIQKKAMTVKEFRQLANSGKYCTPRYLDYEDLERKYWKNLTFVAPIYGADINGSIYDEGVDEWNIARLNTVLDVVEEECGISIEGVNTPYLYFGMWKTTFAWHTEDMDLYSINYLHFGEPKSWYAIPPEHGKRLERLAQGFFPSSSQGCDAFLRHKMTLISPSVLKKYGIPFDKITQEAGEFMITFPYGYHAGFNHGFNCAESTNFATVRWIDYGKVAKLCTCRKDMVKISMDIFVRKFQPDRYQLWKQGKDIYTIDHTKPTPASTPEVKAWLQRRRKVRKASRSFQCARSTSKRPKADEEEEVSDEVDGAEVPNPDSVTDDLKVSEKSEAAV
# PP5 primary: inhibitors of human protein phosphatase 5 (PP5); inhibition, % at 6.7 µM; 0.18% of 320,000 active; P53041; purified PP5c, OMFP substrate fluorescence;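 active means inhibition above the campaign's mean inhibition across all tested compounds plus 3 SD, cut at about 9.5% in these data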;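 further: 0% = DMSO only and 100% = 100 µM cantharidin control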
# core dimer inh: HCV core protein dimerization inhibition | TR-FRET GST/Flag-core106 dimerization, 1536-well | inhibition, % at 5 µM | 0.33% of 300,000 active | AID 1899;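 active means inhibition above the mean of all tested compounds plus 3 SD, set per screening campaign, cut at about 45% in these data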
#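 System: GST/Flag-tagged HCV core106 proteins. Incubation: compound-protein-antibody incubation 4 h at 22.5 °C. Technique: HTRF with 340 nm excitation, 617/671 nm emission. Medium: KF-containing HEPES buffer, pH 7.45, DTT, CHAPS, BSA. Read-out: inhibition (%) from 671 over 617 nm ratio. Also added: Eu(K)-anti-GST 90 ng/mL plus XL665-anti-Flag 1 µg/mL.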
# ZTA DNA inh: ZTA (EBV) inhibition in EBNA-1 counter-screen; 0.15% of 320,000 active; AID 2234; inhibition, % at 11 µM; ZTA-DNA binding, fluorescence polarization; in the data active means inhibition above about 33%
# Target sequence (P03206 whole entry, looked up): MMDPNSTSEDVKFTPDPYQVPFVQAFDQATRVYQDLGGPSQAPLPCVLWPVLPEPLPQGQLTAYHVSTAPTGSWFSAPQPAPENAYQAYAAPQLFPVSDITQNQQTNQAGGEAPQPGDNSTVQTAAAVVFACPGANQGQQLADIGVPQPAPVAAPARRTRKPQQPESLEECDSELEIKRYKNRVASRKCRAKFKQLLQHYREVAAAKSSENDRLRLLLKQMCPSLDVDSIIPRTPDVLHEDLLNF
# Fh CTSL1 inh: counter-screen for PFM18AAP inhibitors: inhibitors of F. hepatica cathepsin L1 | recombinant F. hepatica cathepsin L1, Z-Leu-Arg-MCA fluorescence | inhibition, % at 5.96 µM | 0.49% of 300,000 active;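 active means inhibition above the mean of all tested compounds plus 3 SD, set per screening campaign, cut at about 17% in these data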;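 further: 0% = plate median of test compound wells and 100% = 1 µM Z-Phe-Ala-diazomethylketone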
# PP1 counter: counter-screen for PP5 inhibitors: inhibitors of human PP1-alpha | purified PP1alpha, OMFP fluorescence | inhibition, % at 6.7 µM | 0.9% of 320,000 active | P62136;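 active means inhibition above the mean inhibition of all tested compounds plus 3 SD, computed separately for each screening campaign, cut at about 15% in these data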
# Target sequence (P62136 whole entry, looked up): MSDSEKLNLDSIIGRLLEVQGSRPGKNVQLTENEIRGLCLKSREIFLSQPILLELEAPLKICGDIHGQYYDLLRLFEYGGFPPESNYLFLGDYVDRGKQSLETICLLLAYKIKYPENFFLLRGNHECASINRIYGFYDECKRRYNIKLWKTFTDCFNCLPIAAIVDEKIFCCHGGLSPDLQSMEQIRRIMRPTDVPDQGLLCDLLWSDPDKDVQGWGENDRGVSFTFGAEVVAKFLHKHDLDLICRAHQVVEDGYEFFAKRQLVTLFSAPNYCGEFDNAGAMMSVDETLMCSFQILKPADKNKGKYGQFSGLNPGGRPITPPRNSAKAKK
# TPT1 inhibitor: blocks Candida albicans tRNA 2'-phosphotransferase | recombinant caTPT1, FP RNA substrate dephosphorylation | 0.81% of 300,000 active | inhibition, % at 5 µM;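 active means inhibition above the mean of all tested compounds plus 3 SD, set per screening campaign, cut at about 24% in these data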;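 further: plate controls were DMSO alone for no effect and ferristatin control at 100 nM for full effect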
# EBNA-1 inh: blocks EBNA-1 binding to DNA; 0.34% of 300,000 active; EBNA-1 DNA binding, fluorescence polarization; inhibition, % at 14.8 µM; in the data active means inhibition above about 28%
# CR mimetic SO: lowers age-related superoxide in aged yeast cells. S. cerevisiae aged cells, superoxide DHE fluorescence; stronger effect = lower value. superoxide response (% of plate mean), % at 10 µM. 0.18% of 330,000 active. AID 2690;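 active means superoxide response under a set limit, about three screen SD below normal, cut at about 65% in these data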;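 further: yeast aged for seven days with compound at 30 °C before DHE staining; 100% = average MFI of all compound-treated wells on the plate with controls excluded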
# Numbers without * were called inactive; ? = inconclusive; nt = no result given.
SMILES,JMJD2C inh,PP5 primary,core dimer inh,ZTA DNA inh,Fh CTSL1 inh,PP1 counter,TPT1 inhibitor,EBNA-1 inh,CR mimetic SO
Cc1ccc2cccc(S(=O)(=O)N3CCN(c4ccccc4F)CC3)c2n1,-6,1.0,4,4,2,0,-6,2,61*
CC/C(=N\NC(N)=O)c1ccc(OC(F)F)cc1,3,-1.9,1,4,2,-5,0,12,98
CS(=O)(=O)N(CC(=O)N1CCc2ccccc2C1)c1ccc2c(c1)OCO2,-30,-0.2,2,0,2,1,-4,-7,91
CCCCCN(C(=O)CCC(=O)OCC(=O)c1ccc(F)c(F)c1)c1c(N)n(CCCC)c(=O)[nH]c1=O,0,1.0,2,-2,6,-1,-3,12,89
Cc1ccc(OCC(=O)Nc2ccccc2Sc2ccccc2)c([N+](=O)[O-])n1,49,4.6,-3,-6,0,2,0,-2,109
COC(=O)c1cc(OC)c(OC)cc1NC(=O)CN1CCOCC1,-1,2.3,-1,3,0,0,-3,4,100
CCC(=O)c1cn(CC(=O)Nc2ccccc2Cl)c2ccccc12,-2,0.2,1,0,-5,-1,-1,-4,109
O=C(CCNC(=O)N1CC(=O)Nc2ccccc21)Nc1ccc(Br)cc1F,-3,1.6,-5,-16,-5,-2,1,-2,87
Oc1ccc(N=Nc2ccc3c(c2)OCO3)c2ccccc12,6,-0.1,-4,-8,1,-1,-6,6,93
O=C(C1CC1)N1CCc2cc(Br)cc(S(=O)(=O)NC3CCCCC3)c21,?,1.6,13,-1,0,-2,-4,-5,93
CC(O)c1nc2ccccc2n1Cc1nnc(-c2ccc(Cl)cc2)o1 (configuration not stated),20,-5.5,-2,-29,5,3,3,-2,92
CCN(CCCCN1C(=O)c2ccccc2C1=O)c1ccc2c(c1)C(=O)N(C)C2=O,3,2.9,44,-10,15,6,3,7,92
CNc1cc(N2CCN(S(=O)(=O)N(C)C)CC2)ccc1[N+](=O)[O-],13,1.7,-6,4,3,2,-4,4,101
COC(=O)c1ccsc1NC(=O)C1COc2ccccc2O1 (configuration not stated),-14,3.6,-5,4,2,0,-3,-1,84
Cc1cc(-n2ccc(=O)[nH]c2=O)nc(-c2ccccc2)n1,-5,0.1,-4,17,-3,-6,-2,5,119
CCOc1cccc(/C=C(/C#N)c2nc3ccccc3[nH]2)c1OCC(=O)O,0,-1.2,-2,-7,2,-1,-2,5,98
CCN(CC)c1ccc(-c2nn3c(-c4n[nH]c5c4CCC5)nnc3s2)cc1,7,4.5,39,3,0,22*,20,-7,108
CCOCCCNC(=S)Nc1ccc2nc(N3CCN(CC)CC3)cc(C)c2c1,-21,-0.1,0,12,1,-1,2,8,87
CCNc1ccc(C(=O)OCC)cc1NC(=O)c1cc(S(=O)(=O)N2CCOCC2)ccc1C,0,0.6,-5,4,0,-2,-1,-4,98
Cc1cccc(Nc2nc(N3CCCCC3)nc(N3CCCCC3)n2)c1,7,3.6,4,-1,-2,-2,0,7,92
CC(C)(C)c1csc(NC(=O)c2ccccc2O)n1,-5,5.2,-9,7,7,-1,0,6,102
Cn1c(CN2CCCC2)nc2cc(NC(=O)c3cccs3)ccc21,-5,3.0,-9,-7,1,0,1,12,88
Nc1c(N2CCCC2)cc(Cl)c2nonc12,6,5.9,-5,12,95*,4,-19,12,106
NC(=O)CC[C@H](NC(=O)[C@H](Cc1ccccc1)n1c(=O)[nH]c2ccccc2c1=O)C(=O)N1CCC[C@H]1C(=O)O,nt,2.4,0,0,-2,-8,-3,-3,93
CCCCC(=O)Nc1cccc(NC(=S)NC(=O)COc2ccccc2Cl)c1,0,4.8,2,-3,1,4,-1,11,94
# Next section
SMILES,JMJD2C inh,PP5 primary,core dimer inh,ZTA DNA inh,Fh CTSL1 inh,PP1 counter,TPT1 inhibitor,EBNA-1 inh,CR mimetic SO
Cc1onc(-c2c(Cl)cccc2Cl)c1C(=O)ONC(=O)c1ccccc1,0,2.5,-2,-13,-3,-6,0,-12,120
O=C(COc1cc(F)ccc1[N+](=O)[O-])Nc1cccc(S(=O)(=O)NC2=NCCC2)c1,8,2.1,nt,-6,nt,1,nt,nt,133
NC(=O)c1ccccc1NC(=O)Nc1cccc(Cl)c1,-15,3.1,4,-20,-2,3,0,2,108
Cc1cc(NC(=O)c2cc(-c3ccncc3)nc3c(C)cccc23)no1,-3,1.6,54*,13,4,6,-2,-4,108
O=C1Nc2ccccc2/C1=C/c1ccccc1F,-8,0.2,5,-14,-3,2,0,1,84
O=C(COC(=O)C1(c2ccc(F)cc2)CCCC1)NC1CC1,-2,3.9,-1,1,-2,-2,1,-3,111
O=c1[nH]c(COc2ccc(Cl)cc2Cl)nc2ccccc12,-19,4.7,-2,6,-2,3,1,6,102
CCOC(=O)c1cccc(NC(=O)c2cnccn2)c1,12,-1.9,4,6,2,-3,-1,10,105
O=C(Nc1nc2ccccc2[nH]1)c1cccc(Cl)c1,1,2.5,-2,11,1,-2,-2,2,97
O=C1c2ccccc2C(=O)N1CCN1CCCCC1,3,-1.1,0,18,1,-1,-2,6,92
COc1ccc(S(=O)(=O)NCCN2CCNC2=O)cc1OC,9,-0.1,0,22,0,-4,-1,2,97
COC(=O)c1cn(CC(=O)Nc2ccc(F)cc2)c2ccccc12,10,2.4,-8,-8,3,-2,1,1,113
Nc1c(Nc2ccccc2)c2ccccc2oc1=O,4,2.0,-12,-2,3,-7,-1,1,105
O=C(NCc1ccccc1CN1CCCC1)c1cc2cc(Cl)ccc2o1,-1,0.1,nt,-1,nt,-3,nt,nt,91
CCCCN1C(=O)C(O)=C(C(C)=O)C1c1ccccc1[N+](=O)[O-] (configuration not stated),10,0.5,1,2,-1,-2,-1,5,94
COc1ccc2c(CC(=O)OCC(=O)Nc3cccc(C)c3)coc2c1,nt,1.4,nt,-7,nt,2,nt,nt,116
COc1cc(NC(=O)C2=CC(c3ccco3)=NS(=O)(=O)N2C)cc(OC)c1OC,-16,2.0,1,13,3,-3,0,5,87
C=CCNc1nc(NCC)nc(N2CCOCC2)n1,7,-9.0,-6,-12,7,2,3,-8,95
CCCCn1c(N)c(N(CC)C(=O)c2ccc3c(c2)S(=O)(=O)c2ccccc2C3=O)c(=O)[nH]c1=O,-3,3.7,0,-16,-1,-3,1,-4,130
COc1ccccc1N1CCN(C(=O)c2oc3c(c2C)C(=O)CC(C)(C)C3)CC1,-5,-0.1,0,0,1,0,-1,5,117
COC(=O)Cc1cc(=O)oc2c(C)c(O)ccc12,-4,2.0,4,-18,0,0,-2,2,86
COCCCNC(NC(=O)c1ccc(C)cc1)C(Cl)(Cl)Cl (configuration not stated),14,2.9,2,-5,-4,3,0,-14,99
COc1ccc(NC(=O)c2cc(OC)c(OC)c(OC)c2)cn1,-6,0.7,2,-6,1,-5,3,0,98
O=C(NNC1CC(=O)N(c2cccc(Cl)c2)C1=O)c1cccs1 (configuration not stated),-1,-1.9,3,14,-3,1,0,3,107
CC(=O)N1CCN(S(=O)(=O)c2ccc(C)cc2)C1c1ccc(N(C)C)cc1 (configuration not stated),9,-0.3,-5,16,3,-7,2,-3,107
# Later entries.
SMILES,JMJD2C inh,PP5 primary,core dimer inh,ZTA DNA inh,Fh CTSL1 inh,PP1 counter,TPT1 inhibitor,EBNA-1 inh,CR mimetic SO
O=C(O)C(=O)/C(=C\c1ccc([N+](=O)[O-])cc1)c1ccc2ccccc2n1,-4,-0.5,-2,4,12,-5,16,-1,88
CCNC(=O)C(C)Oc1ccc(Cl)cc1Cl (configuration not stated),-1,-1.6,0,15,-4,0,1,9,98
CCOc1ccc(C(=O)Nc2cccc(-c3cc4ccccc4oc3=O)c2)cc1[N+](=O)[O-],-26,0.9,14,-14,-2,0,2,6,105
CC(C)CN(C(=O)CCCc1nc2ccccc2c(=O)[nH]1)c1c(N)n(Cc2ccccc2)c(=O)[nH]c1=O,-3,-0.5,0,3,-2,-4,4,-2,99
CCn1c(SCC(=O)NNC(=O)c2ccc(OC)cc2)nnc1C1CC1,-2,0.7,0,1,-2,1,0,-3,98
Cn1c(CC(=O)Nc2ccc(F)cc2)nnc1SCC(=O)NC1CCCCC1,0,1.3,-2,0,1,2,1,0,96
COc1ccccc1NC(=O)c1cnc(SCC(=O)NCC2CCCO2)n(C)c1=O (configuration not stated),-7,-1.0,3,16,4,-4,3,9,100
Cc1cccc(N2CCN(Cc3cnc(Cl)s3)CC2C)c1 (configuration not stated),-6,1.1,-4,5,3,-1,-5,3,108
COc1ccc(NC(=O)c2cc3ccc4c5ccccc5[nH]c4c3cc2O)cc1,0,-2.4,24,4,3,10,-1,3,108
CN(CC(=O)Nc1ccc(Cl)cc1)C(=O)CNC(=O)Cc1cccc2ccccc12,-3,-0.8,nt,-12,nt,-2,nt,nt,137
c1cnc(-c2noc(CN3CCN(C4C5CC6CC(C5)CC4C6)CC3)n2)cn1 (configuration not stated),9,-6.0,-6,-2,1,5,4,2,110
CC(=O)NC12CC3CC(C1)CC(C(=O)OCC(=O)Nc1ncc(Cl)c(C)c1Cl)(C3)C2,-2,2.0,23,-7,-4,-2,-5,-18,110
CC(SCc1ccccc1)C(=O)N/N=C/c1ccc(OCC(=O)NCc2ccco2)cc1 (configuration not stated),1,1.4,2,1,-7,-7,-2,-5,109
CCOC(=O)N1CCN(C(=O)CN(c2cccc(OC)c2)S(C)(=O)=O)CC1,30,1.5,-15,2,1,-1,-6,-5,107
CCc1ccc(N2C(=O)C(Cl)=C(Nc3ccc(C(=O)N4CCCC4)cc3)C2=O)cc1,5,0.5,nt,-22,nt,3,nt,nt,98
CC(=O)c1sc(N/N=C\c2ccc(N(C)C)cc2)nc1C,0,2.1,-34,25,4,2,21,2,96
C#CCOCCOCCOCCNc1nc(N2CCN(C(=O)[C@H]([C@@H](C)CC)n3cc([C@@H](N)Cc4ccc(O)cc4)nn3)CC2)nc(N2CCN(C(=O)[C@H](Cc3cc4ccccc4[nH]3)n3cc([C@@H](N)CC(C)C)nn3)CC2)n1,16,0.3,-15,-2,51*,28*,0,-4,110
CCNc1nc(Cl)nc(N(NC(C)=O)C(C)CC)n1 (configuration not stated),-1,-0.2,-4,-4,-1,-2,-4,0,103
N#Cc1ccccc1OCCOCCNC1CCCC1,3,3.5,7,4,1,7,-1,1,88
CC(O)CNCc1cccc2ccccc12 (configuration not stated),-3,-0.4,5,-3,1,-3,-2,-12,100
Cc1ccccc1C(=O)Nc1ccccc1C(=O)NCC(C)C,0,1.4,-2,2,0,0,-7,4,94
O=C(NCc1ccccn1)c1ccc(NC(=O)c2ccco2)cc1,1,-1.2,-10,18,-2,0,-8,11,93
Cc1scc(C(=O)NNC(=S)NCc2ccccc2)c1C,-3,-2.2,9,2,2,-5,0,9,102
CN(c1ccc(OCC(=O)OCc2nnc(-c3ccccc3)o2)cc1)S(=O)(=O)c1ccc(Cl)cc1,2,0.8,7,14,-1,11,-2,10,88
CCCCc1ccc(S(=O)(=O)N/N=C(/C)c2ccncc2)cc1,1,1.3,-1,2,2,1,2,4,100
CCC(=O)Nc1cc(C(=O)OCC(=O)c2ccccc2Cl)ccc1C,1,3.0,-2,6,-1,-1,-2,-3,99
Cc1nc(-c2ccc3c(c2)OCCO3)cs1,-2,1.2,-3,-7,2,-1,4,6,104
O=C(Nc1cc(Cl)ccc1N1CCOCC1)c1ccc(N2CCCC2=O)cc1,-5,2.7,-3,-6,-1,3,0,2,110

# Some of the entries so far, with tabs.
smiles	JMJD2C inh	PP5 primary	core dimer inh	ZTA DNA inh	Fh CTSL1 inh	PP1 counter	TPT1 inhibitor	EBNA-1 inh	CR mimetic SO
CC(O)CNCc1cccc2ccccc12 (configuration not stated)	-3	-0.4	5	-3	1	-3	-2	-12	100
Cc1nc(-c2ccc3c(c2)OCCO3)cs1	-2	1.2	-3	-7	2	-1	4	6	104
